Screens deposited in PubChem by The Scripps Research Institute Molecular Screening Center.
CHRM4 antagonist = blocks acetylcholine activation of human M4 receptor | CHO-hM4 cells, ACh EC80, Fluo-8 calcium fluorescence | inhibition, % at 3 µM | actives 0.73% (n = 360,000);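 active = inhibition above its plate's cutoff, the mean inhibition of sample wells plus 3 SD, cut at about 27% in these data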;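 also: 0% = acetylcholine EC80 with DMSO and 100% = DMSO without agonist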
CHRM4 PAM = potentiates acetylcholine response at human M4 receptor; P08173; CHO-K1 hM4/Gqi5, Fluo-8 calcium fluorescence, ACh EC20; 0% = ACh EC20, 100% = maximal ACh; activation, % at 3 µM; actives 0.4% (n = 360,000); AID 624126;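 active = activation above its plate's cutoff, the mean activation of sample wells plus 3 SD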; also: some results filed as inactive read as strong as hits
M4 ag = agonists of human muscarinic M4 receptor (CHRM4); P08173; CHO-K1 hM4/Gqi5, Fluo-8 calcium fluorescence; vehicle 0%, full acetylcholine response 100%; activation, % at 3 µM; actives 0.14% (n = 360,000);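 active = activation above the run mean over all test wells plus 3 SD, cut at about 32% in these data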;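 also: peak over basal fluorescence ratio per well then scaled between controls; 0% = DMSO wells and 100% = acetylcholine at EC100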
CHRM5 PAM = potentiates acetylcholine response at human M5 receptor | CHO-K1 hM5, Fluo-8 calcium, ACh EC20 PAM; 0% = ACh EC20, 100% = ACh EC100 | activation, % at 3 µM | actives 0.3% (n = 360,000) | AID 624038;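 active = activation above the run cutoff, the mean activation of all test compounds plus 3 SD, cut at about 18% in these data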
Target sequence (P08912 whole entry, looked up): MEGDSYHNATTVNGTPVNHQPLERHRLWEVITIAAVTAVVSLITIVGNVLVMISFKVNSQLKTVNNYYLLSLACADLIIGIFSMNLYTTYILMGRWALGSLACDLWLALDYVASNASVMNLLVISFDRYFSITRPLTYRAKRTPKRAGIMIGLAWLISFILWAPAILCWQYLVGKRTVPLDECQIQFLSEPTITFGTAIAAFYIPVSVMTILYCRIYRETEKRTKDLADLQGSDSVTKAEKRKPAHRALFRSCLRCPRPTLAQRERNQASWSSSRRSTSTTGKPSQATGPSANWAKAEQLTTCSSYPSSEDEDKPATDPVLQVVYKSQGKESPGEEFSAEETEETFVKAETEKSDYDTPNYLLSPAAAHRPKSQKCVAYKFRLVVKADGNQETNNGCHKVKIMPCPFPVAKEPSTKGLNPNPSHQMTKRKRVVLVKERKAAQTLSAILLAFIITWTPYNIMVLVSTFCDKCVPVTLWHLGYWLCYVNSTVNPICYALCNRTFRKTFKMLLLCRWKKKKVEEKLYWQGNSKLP
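Measured by: Fluo-8 calcium fluorescence; material: human M5 receptor in CHO-K1 cells; schedule: Post-acetylcholine fluorescence recording 140 s; benchmarks: low control EC20 acetylcholine (0%), high control EC100 acetylcholine (100%); read-out: Max/basal fluorescence ratio as % of EC20–EC100 ACh window; compound: single dose, 3 µM nominal final test concentration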
CHO-K1 Ca ag = nonselective activator or artifact in parental CHO-K1 cells; Fluo-8 calcium fluorescence; scaled to maximal ATP response, vehicle zero; activation, % at 3 µM; actives 0.48% (n = 360,000); AID 602248; in the data active = activation above about 15%;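 also: untransfected CHO-K1 host cells lacking M1 receptor as counterscreen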
CHO-K1 Ca antag = counter-screen for M1 antagonists: effect in parental CHO-K1 cells; ATP-induced calcium, Fluo-8 fluorescence; inhibition, % at 3 µM; actives 0.6% (n = 360,000);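 active = inhibition above a per-plate cutoff, the plate's mean sample inhibition plus 3 SD, cut at about 24% in these data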;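 also: 0% = DMSO plus EC80 ATP and 100% = DMSO alone without ATP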
CHRM5 antagonist = blocks acetylcholine activation of human M5 receptor. P08912. CHO-hM5 cells, Fluo-8 calcium fluorescence, ACh EC80. inhibition, % at 3 µM. actives 0.59% (n = 360,000). AID 624040;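 active = inhibition above a per-plate cutoff, the mean of that plate's test compounds plus 3 SD, cut at about 27% in these data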;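 also: 0% = acetylcholine EC80 with DMSO and 100% = DMSO without agonist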
CHO-K1 Ca PAM = M1 PAM counterscreen hit in parental CHO-K1 cells. activation, % at 3 µM. ATP EC20, Fluo-8 calcium fluorescence; 0% at ATP EC20, 100% at ATP max. actives 0.02% (n = 360,000). AID 602247;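 active = activation above the run cutoff, the mean activation of all test compounds plus 3 SD, cut at about 40% in these data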;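 also: peak over basal fluorescence ratio in a 140 s read after ATP addition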
CHRM5 agonist = CHRM5 agonism in calcium assay; P08912; CHO-K1 hM5 cells, Fluo-8 calcium fluorescence; 0% DMSO wells, 100% maximal acetylcholine response; activation, % at 3 µM; actives 0.19% (n = 360,000);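 active = activation above the run's mean over test compounds plus 3 SD, cut at about 23% in these data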;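 also: signal is peak over basal fluorescence ratio across the kinetic read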
Numbers without * were called inactive.

1: COC(=O)C1C(=O)CC(C)(O)C(C(=O)OC)C1/C=C/c1ccccc1 (centres undefined)
2: O=C(O)CCc1nc(-c2cccs2)no1
3: O=C1CCC(C(=O)N2CCC(O)(c3ccccc3)CC2)CN1CCc1ccccc1 (centres undefined)
4: COc1ccccc1CN1CCNC(=O)C1CC(=O)NC1CCCCCC1 (centres undefined)
5: CCOC(=O)c1c(C)[nH]c(C)c1S(=O)(=O)N1c2ccccc2CC1C (centres undefined)
6: NS(=O)(=O)c1cccc(NC(=O)COc2ccc([N+](=O)[O-])cc2)c1
7: COc1cc(NC(=O)CN2CCCCC2)c(C)cc1[N+](=O)[O-]
8: COc1ccc(C(C)(C)C)cc1NC(=O)c1cncc(Br)c1
9: O=C(O)c1cccc(-c2ccc(/C=N/Nc3ccc([N+](=O)[O-])cc3)o2)c1
10: COc1ccc2cc(C(c3nnnn3C3CCCCC3)N3CCCCCC3)c3nnnn3c2c1 (centres undefined)

compound no.,1,2,3,4,5,6,7,8,9,10
CHRM4 antagonist,2,6,-4,1,-3,1,8,3,27*,-13
CHRM4 PAM,-4,10,4,-3,2,1,-5,-9,-17,5
M4 ag,0,0,2,1,0,2,0,1,12,0
CHRM5 PAM,2,4,1,2,3,0,-1,-2,-16,10
CHO-K1 Ca ag,-0.4,0.6,0.7,-0.1,-0.7,0.1,-0.2,0.4,18*,-0.1
CHO-K1 Ca antag,-5,1,-8,-4,12,14,-2,-13,20,-3
CHRM5 antagonist,1,-1,1,7,6,-12,4,0,34*,-4
CHO-K1 Ca PAM,17,19,3,-10,2,-10,12,17,-7,16
CHRM5 agonist,-1,0,-5,-4,-4,0,0,-3,34*,4

11: Cn1nnnc1SCCNC(=O)C1CCC(=O)N(CCc2cccc(F)c2)C1 (centres undefined)
12: CC(C)CC(NC(=O)OC(C)(C)C)C(=O)NC(C(=O)N1CCCC1C(N)=O)C(C)C (centres undefined)
13: O=C(Nc1nnc(C2CC2)s1)c1cccs1
14: O=c1oc2ccccc2n1Cc1cccc(Cl)c1
15: CN(CCOC(=O)c1ccc2c(c1)OCCO2)Cc1ccccc1
16: O=C(CSc1nc2c(c(=O)n1-c1ccc(F)cc1)SCC2)NCc1ccco1
17: COc1ccc(OCCC(=O)OCC(=O)NCCc2ccccc2)cc1
18: COc1ccccc1C(CNC(=O)C1COc2ccccc2O1)N1CCCC1 (centres undefined)
19: CCOC(=O)Cc1csc(SCC(=O)N2CCN(c3ccccc3)CC2)n1
20: N#Cc1cc(Sc2ccccn2)c(Sc2ccccn2)cc1C#N

compound no.,11,12,13,14,15,16,17,18,19,20
CHRM4 antagonist,-7,-4,9,-1,-2,6,-6,0,-19,-15
CHRM4 PAM,7,9,-5,-17,-2,4,0,-10,8,28
M4 ag,2,1,1,3,1,-2,3,2,7,2
CHRM5 PAM,5,3,0,3,-14,2,4,-38,3,13
CHO-K1 Ca ag,0.5,0.0,0.6,2.1,0.3,0.3,2.9,1.7,0.0,0.0
CHO-K1 Ca antag,-4,2,-8,-3,14,-10,-15,-24,-13,6
CHRM5 antagonist,6,-5,12,1,6,-2,0,25,-7,-18
CHO-K1 Ca PAM,11,4,-1,11,3,16,2,7,9,6
CHRM5 agonist,-2,2,1,-11,-9,2,-3,-8,0,2

21: Cc1cccc(-c2nc3cc(NC(=O)C4CCCO4)ccc3o2)c1 (centres undefined)
22: COc1ccc(NC(=O)CCS(=O)(=O)c2ccc3c(c2)CCCN3C(C)=O)cc1
23: CS(=O)(=O)c1nc(-c2ccc(Br)cc2)cc(-c2ccccc2)c1C#N
24: CC1=C(C(=O)Nc2ccc(Cl)cc2)C(c2cccs2)n2nnnc2N1 (centres undefined)
25: CCc1ccc(-n2c(=S)sc3c(=O)[nH]c(SCC(=O)NC4CCCCC4)nc32)cc1
26: CC1(C)Cc2c(sc(NC(=O)C(=O)N3CCCC3)c2C(N)=O)CO1
27: CN(C)c1cc[n+](CC(=O)Nc2c(Cl)cc(Cl)cc2Cl)cc1
28: NC(N)=N/N=C(\N=Nc1ccccc1)c1ccc(Cl)cc1
29: CCOC(=O)CC(NC(=O)Cc1ccc(F)cc1)c1ccccc1Cl (centres undefined)
30: COc1cc2c(cc1OC)CN(CC(=O)Nc1ccc(F)cc1)C(C(=O)O)C2 (centres undefined)

compound no.,21,22,23,24,25,26,27,28,29,30
CHRM4 antagonist,1,-2,-5,7,-3,-2,6,8,6,-13
CHRM4 PAM,0,6,-6,1,0,5,-12,-2,0,8
M4 ag,5,1,0,1,0,0,1,6,0,0
CHRM5 PAM,-7,6,-3,6,-2,-2,6,11,-5,5
CHO-K1 Ca ag,2.8,0.2,0.2,0.2,-0.3,1.0,0.2,6.1,0.5,0.6
CHO-K1 Ca antag,-11,3,-5,-6,14,-6,-11,-5,-2,1
CHRM5 antagonist,4,-2,2,-4,5,13,-29,10,5,-6
CHO-K1 Ca PAM,10,11,-1,12,11,20,25,14,13,3
CHRM5 agonist,2,-4,-4,-4,2,-2,-9,4,1,-3

Reprinted at random: 7 entries already listed.
28: NC(N)=N/N=C(\N=Nc1ccccc1)c1ccc(Cl)cc1
25: CCc1ccc(-n2c(=S)sc3c(=O)[nH]c(SCC(=O)NC4CCCCC4)nc32)cc1
24: CC1=C(C(=O)Nc2ccc(Cl)cc2)C(c2cccs2)n2nnnc2N1 (centres undefined)
21: Cc1cccc(-c2nc3cc(NC(=O)C4CCCO4)ccc3o2)c1 (centres undefined)
26: CC1(C)Cc2c(sc(NC(=O)C(=O)N3CCCC3)c2C(N)=O)CO1
29: CCOC(=O)CC(NC(=O)Cc1ccc(F)cc1)c1ccccc1Cl (centres undefined)
30: COc1cc2c(cc1OC)CN(CC(=O)Nc1ccc(F)cc1)C(C(=O)O)C2 (centres undefined)

compound no.,28,25,24,21,26,29,30
CHRM4 antagonist,8,-3,7,1,-2,6,-13
CHRM4 PAM,-2,0,1,0,5,0,8
M4 ag,6,0,1,5,0,0,0
CHRM5 PAM,11,-2,6,-7,-2,-5,5
CHO-K1 Ca ag,6.1,-0.3,0.2,2.8,1.0,0.5,0.6
CHO-K1 Ca antag,-5,14,-6,-11,-6,-2,1
CHRM5 antagonist,10,5,-4,4,13,5,-6
CHO-K1 Ca PAM,14,11,12,10,20,13,3
CHRM5 agonist,4,2,-4,2,-2,1,-3

Carrying on.
31: C=CCN1C(=O)c2ccc(C(=O)N(CCOC)c3c(N)n(CCCC)c(=O)[nH]c3=O)cc2C1=O
32: CCc1cc(-c2n[nH]c(C)c2-c2nc3ccccc3n2C)c(O)cc1O
33: Cc1csc(SCC(=O)NC(C)c2ccc(F)cc2)n1 (centres undefined)
34: COc1ccc(Cl)cc1N(CC(=O)Nc1ccccc1C(=O)N1CCCC1)S(C)(=O)=O
35: O=C(CC1C(=O)NCCN1Cc1ccc(-c2ccccc2)cc1)NCC1CCOCC1 (centres undefined)
36: O=C(Nc1ccccc1Cl)c1cc(=O)c2ccccc2o1
37: N#Cc1c(-n2ccnc2)cccc1-n1ccnc1
38: COc1ccccc1OCCCOc1c(Cl)cc(C)cc1Cl
39: Cc1ccc(C)c(S(=O)(=O)N2CCCOC2CNC(=O)C(=O)NCCN2CCOCC2)c1 (centres undefined)
40: O=C(Cn1c(=O)c2cccn2c2ccccc21)NCCCN1CCCCC1

compound no.,31,32,33,34,35,36,37,38,39,40
CHRM4 antagonist,-4,14,9,-1,-6,-6,-3,-7,0,-9
CHRM4 PAM,8,-13,-4,-2,1,1,-4,10,2,2
M4 ag,0,25,0,1,2,2,1,-1,1,1
CHRM5 PAM,7,-9,2,3,-5,3,1,2,-1,8
CHO-K1 Ca ag,-0.2,6.5,0.2,0.1,0.6,1.3,-0.4,-0.6,0.9,0.2
CHO-K1 Ca antag,2,7,12,2,-5,5,12,8,-7,-4
CHRM5 antagonist,-6,10,9,8,-13,-8,1,4,2,8
CHO-K1 Ca PAM,-1,11,-9,-6,19,16,-5,-7,7,-2
CHRM5 agonist,2,0,2,-2,-5,4,0,-1,-2,-9

41: O=C(COc1ccccc1Cl)NNC(=O)c1ccc2nc[nH]c2c1
42: CCOc1ccc(N2C(=O)CC(N(CCc3ccc(OC)cc3)C(=O)c3cccc(F)c3)C2=O)cc1 (centres undefined)
43: CCOCCCN(C)C1CCN(C(=O)c2oc3ccccc3c2NC(=O)COc2ccc(F)cc2)CC1
44: Cc1ccc(S(=O)(=O)NN/C(=N/S(=O)(=O)c2ccccc2)c2ccccc2)cc1
45: Cc1ccc(CS(=O)(=O)CCC(=O)NCCN(C)Cc2ccccc2)cc1
46: Cc1nn(C2CCS(=O)(=O)C2)c(Cl)c1/C=C/C(=O)OCC(=O)c1c[nH]c2ccccc12 (centres undefined)
47: O=c1c2ccccc2nc(CSc2ncnc3nc[nH]c23)n1-c1cccc(C(F)(F)F)c1
48: COc1ccc(C)cc1NC(=O)c1ccc(OCc2c(C)noc2C)cc1
49: O=C(NC(C(=O)c1ccccc1)n1c(=O)cc[nH]c1=S)c1ccccc1 (centres undefined)
50: O=C1NC(Cc2ccccc2)C(=O)N1Cc1ccccc1 (centres undefined)

compound no.,41,42,43,44,45,46,47,48,49,50
CHRM4 antagonist,13,-7,-7,-14,5,7,6,-5,5,-11
CHRM4 PAM,-2,0,-8,14,-4,-10,-7,-1,-3,1
M4 ag,0,1,16,1,0,10,7,1,1,0
CHRM5 PAM,-1,4,2,0,0,-9,-6,7,-14,0
CHO-K1 Ca ag,0.3,-0.3,3.0,1.4,-0.3,2.6,2.4,-0.5,2.2,0.9
CHO-K1 Ca antag,-5,4,-19,-15,-14,4,10,-12,-34,-14
CHRM5 antagonist,-7,-14,2,3,-4,14,5,8,2,-2
CHO-K1 Ca PAM,-4,10,19,-4,14,-9,-1,22,20,8
CHRM5 agonist,3,-5,-3,2,-5,3,-1,-1,2,1
